Screening data as filed in PubChem.
Menin MLL FP TR = inhibitors of human menin-MLL interaction, mutant MLL peptide. Potency, µM (doses to about 61.6 µM), without a hit: at the top dose FP activity change, negative = inhibition, most hits filed as inhibitors. O00255. Menin + Texas Red MLL mutant peptide, fluorescence polarization. 270,000 compounds, 0.23% hits; active = well fitted inhibition curve with a large enough effect in the polarisation, with a control signal flat, not every such curve was filed as active; inconclusive = small, poorly fitted or top-dose-only effect, or effect the other way, or a change in a side signal; inactive = no such curve, though single readings can be large or run the other way; the % refers to the polarisation; note: potency is the fitted concentration of half-maximal effect; % of control where 0% means no effect; many of its hits are not listed in these tables
BCR signal inh = inhibitors of chronic active B-cell receptor signaling. AID 493014. 340,000 compounds, 0.05% hits. ABC-DLBCL IkBa-CBG/CBR reporter, luminescence ratio, 4 h. Potency, µM (highest dose often 46.1 µM), for inactives: top-dose ratio change, negative = lower green/red ratio, actives largely listed as inhibitors; active = well fitted inhibition curve with a large enough effect in the signal ratio, with a control signal flat, not every such curve was filed as active; inconclusive = small, poorly fitted or top-dose-only effect, or effect the other way, or a change in a side signal; the % refers to the signal ratio;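 note: potency is the fitted concentration of half-maximal effect; plate controls were basal doxycycline-induced cells for no effect and cells given 10 µM MG132 for full effect; MG132 reads +100%, hits lower the ratio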
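Compounds up to 46 uM were incubated four hours with TMD8 cells whose green CBG68 luciferase is fused to IkappaBalpha; red CBR luminescence normalised the signal, and concentration-effect curves were fitted to fusion, red and ratio data.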
GALK inh = galactokinase (human) inhibition; P51570; Purified GALK, Kinase-Glo residual ATP luminescence; Potency, µM (doses to about 57.5 µM), for inactives: top-dose activity change, negative = inhibition, actives largely listed as inhibitors; 270,000 compounds, 0.007% hits; AID 1868; note: potency is the fitted concentration of half-maximal effect; % is set by controls: 0 for no effect and ±100 for the full control effect
Target sequence (P51570 whole entry, looked up): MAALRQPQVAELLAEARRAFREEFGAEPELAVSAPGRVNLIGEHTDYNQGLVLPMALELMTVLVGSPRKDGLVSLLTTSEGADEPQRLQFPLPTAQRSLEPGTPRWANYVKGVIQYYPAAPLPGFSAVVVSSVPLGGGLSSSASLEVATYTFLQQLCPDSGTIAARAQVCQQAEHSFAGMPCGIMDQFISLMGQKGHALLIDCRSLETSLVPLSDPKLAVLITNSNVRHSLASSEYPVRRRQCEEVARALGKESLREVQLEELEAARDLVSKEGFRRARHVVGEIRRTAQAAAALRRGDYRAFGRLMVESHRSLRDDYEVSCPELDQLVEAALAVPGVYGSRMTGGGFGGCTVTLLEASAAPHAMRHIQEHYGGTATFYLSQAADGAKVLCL
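GALK at 5 nM final was combined with compound, 35 uM ATP and 100 uM galactose in HEPES pH8.0 with MgCl2 and DTT. The reaction ran one hour at room temperature before luminescent ATP detection.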
MBNL1-CUG inh = MBNL1-poly(CUG) RNA binding inhibition. Q9NR56. TR-FRET MBNL1-His/biotin-(CUG)12 binding, 665/545 ratio. Potency, µM (top dose mostly 57.5 µM), inactives show top-dose activity change, negative = inhibition, usual class: inhibitors. 280,000 compounds, 0.036% hits; active = well fitted inhibition curve with a large enough effect in the signal ratio, with a control signal flat, not every such curve was filed as active; inconclusive = small, poorly fitted or top-dose-only effect, or effect the other way, or a change in a side signal; inactive = no such curve, though single readings can be large or run the other way; the % refers to the signal ratio; note: potency is the fitted concentration of half-maximal effect; % is set by controls: 0 for no effect and ±100 for the full control effect
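Inhibition of protein-RNA binding appears as loss of TR-FRET between terbium anti-His antibody on MBNL1-His and streptavidin-XL665 on biotin-(CUG)12. Activity is normalized to buffer-only and uninhibited-complex controls.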
KCNH2 WT inh = inhibitors of human wildtype KCNH2 potassium channel. U2OS, BacMam KCNH2, thallium flux FluxOr; active compounds read low. AID 720551. activity change, % at 1.84 µM. Q12809. 340,000 compounds, 0.37% hits;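 active = maximum activity change below -70%; inconclusive = maximum activity change between -70% and -50%; inactive = maximum activity change above -50%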; note: % is set by controls: 0 for no effect and ±100 for the full control effect
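U2OS cells were transduced with wild-type KCNH2 virus (2.03 x 10^8 / mL) for 4 h at room temperature, then cultured overnight at 37 C. Thallium flux was read with FluxOr dye. Rate constants were normalized to DMSO controls.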
PKM2 activator = PKM2 (human) enzyme activation | P14618 | purified PKM2, Kinase-Glo ATP luminescence, activation; response scale: 0% is enzyme alone, no compound | Potency, µM (doses to about 57.5 µM), inactives show at the top dose activation, actives largely listed as activators | 260,000 compounds, 0.34% hits; note: potency is the fitted concentration of half-maximal effect; % is set by controls: 0 for no effect and ±100 for the full control effect; nearly all actives have a fitted effect of over 55% in size
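Purified hPK-M2 (>95%) run at intermediate activity with 0.1 mM ADP and 0.5 mM PEP in 50 mM imidazole pH 7.2, KCl, MgCl2; 1 h room temperature. ATP formed read by Kinase-Glo luminescence; normalized to uninhibited and no-enzyme controls.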
USP2a inh = inhibitors of human ubiquitin-specific protease USP2a; O75604; USP2 core, Ub-CHOP2 coupled fluorogenic reporter, 485/531; Potency, µM (highest dose often 38.3 µM), without a hit: top-dose activity change, negative = inhibition, usual class: inhibitors; 330,000 compounds, 0.01% hits;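 note: potency is the fitted concentration of half-maximal effect; plate controls were DMSO wells for no effect and full inhibition by NEM control for full effect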
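USP2 core (10nM final) preincubated 30min RT with compound in 20mM Tris-HCl pH 8.0, 2mM CaCl2, 2mM beta-mercaptoethanol, 0.05% CHAPS; 25nM Ub-CHOP2 plus 25nM reporter substrate added, fluorescence (Ex485/Em531) read after 60min.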
TSHR antag = antagonists of human thyroid stimulating hormone receptor; TSHR-expressing cells, TSH-stimulated cAMP HTRF, 2 h; active compounds read low; 330,000 compounds, 0.2% hits; AID 504810; activity change, negative = inhibition, % at 11.5 µM;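 active = activity change below a set negative limit, meaning inhibition stronger than a set level, cut at about -70% in these data; inconclusive = activity change between two set negative limits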; note: % is set by controls: 0 for no effect and ±100 for the full control effect
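Antagonism was scored as loss of TSH-driven cAMP in TSHR cells, stimulated with 4nM TSH (EC80) for 2 hours at 37 deg C and detected by homogeneous HTRF competition immunoassay.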
Eya2 phos inh = Eya2 (human) phosphatase inhibition. recombinant Eya2, OMFP fluorescence dephosphorylation (OMFP is methylfluorescein phosphate). Potency, µM (top dose mostly 76.9 µM), for the others: at the highest dose activity, negative = inhibition, actives largely listed as inhibitors. 330,000 compounds, 0.006% hits. O00167; note: potency is the fitted concentration of half-maximal effect; % is set by controls: 0 for no effect and ±100 for the full control effect
Target sequence (O00167 whole entry, looked up): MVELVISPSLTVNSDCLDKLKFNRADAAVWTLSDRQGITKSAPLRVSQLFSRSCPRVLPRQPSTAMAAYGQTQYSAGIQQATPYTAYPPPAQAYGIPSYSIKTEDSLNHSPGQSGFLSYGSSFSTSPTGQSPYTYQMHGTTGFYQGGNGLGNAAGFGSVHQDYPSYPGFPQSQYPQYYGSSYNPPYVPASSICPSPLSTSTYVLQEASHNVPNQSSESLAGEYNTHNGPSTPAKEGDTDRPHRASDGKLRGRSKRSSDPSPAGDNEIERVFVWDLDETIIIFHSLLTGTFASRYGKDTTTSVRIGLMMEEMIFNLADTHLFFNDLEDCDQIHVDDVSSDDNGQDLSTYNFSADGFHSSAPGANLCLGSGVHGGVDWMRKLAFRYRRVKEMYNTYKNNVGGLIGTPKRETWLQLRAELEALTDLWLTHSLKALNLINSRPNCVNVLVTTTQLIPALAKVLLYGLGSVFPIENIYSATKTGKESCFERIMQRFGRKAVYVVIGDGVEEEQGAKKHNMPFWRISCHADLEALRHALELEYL
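Eya2 (0.2 uM) preincubated 10 min at ambient with compound, then OMFP substrate added at 50 uM; 10 min reaction in 50 mM HEPES pH 7.5, 50 mM NaCl, 5 uM MgCl2, 0.05% BSA, 1 mM DTT. Fluorescence read at Ex 485/Em 525 nm.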
S-ASM inh = blocks human secretory acid sphingomyelinase; P17405; placental ASM, HMU-PC fluorogenic substrate, 60 min; Potency, µM (doses to about 57.5 µM), inactives show at the top dose activity change, negative = inhibition, most hits filed as inhibitors; 340,000 compounds, 0.006% hits; note: potency is the fitted concentration of half-maximal effect
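Steps: dispense placental human ASM, pin compound, wait 10 min at room temperature, add HMU-PC0 substrate at 9 uM final, incubate 60 min at 37 °C, add stop solution raising pH to 10, read fluorescence.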
Mito fusion yeast = mitochondrial division inhibition or fusion activation. S. cerevisiae fusion-defective mutant growth rescue, CellTiterGlo 48 h. Potency, µM (series often up to 46.1 µM), inactives show top-dose growth rescue (activation), actives largely listed as activators. 320,000 compounds, 0.23% hits. AID 485298;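 note: potency is the fitted concentration of half-maximal effect; % of control where 0% means no effect; nearly all actives have a fitted effect of over 45% in size; temperature-sensitive fusion mutants such as fzo1-1 at 37 °C on non-fermentable ethanol glycerol medium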
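Temperature-sensitive fusion-defective S. cerevisiae (e.g. fzo1-1, mgm1-5) were grown with compound in YPEG medium (3% ethanol, 3% glycerol) for 48 hours at 37C. Growth rescue was measured as viability by CellTiterGlo luminescence after 10 minutes at ambient.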
An asterisk follows results filed as active; i = inactive; ? = inconclusive; / = no result given; [ ] = remark or other dose. Unless noted, calls come from the whole dose curve; as a rule, active = well fitted curve in the direction sought with a large enough effect; inconclusive = small, poorly fitted or top-dose-only effect, or another doubt; inactive = no such curve, though single readings can be large; an effect the other way counts as inactive or inconclusive.

mol	Menin MLL FP TR	BCR signal inh	GALK inh	MBNL1-CUG inh	KCNH2 WT inh	PKM2 activator	USP2a inh	TSHR antag	Eya2 phos inh	S-ASM inh	Mito fusion yeast
Cc1ccc(C)n1CCN1CCN(S(=O)(=O)c2ccc(F)cc2F)CC1	/	1%	-2%	/	0	2%	3%	-8	-1%	3%	0%
Cn1cccc1Cc1nnc(SCC(=O)NCC2CCCO2)n1CCc1ccccc1 (stereo not drawn)	-6%	-3%	1%	-4%	3	1%	3%	-3	-3%	-2%	-2%
COc1ccc(NS(=O)(=O)c2cc(C)ccc2C)cc1	1%	-1%	1%	-7%	1	0%	3%	-34	-9%	-1%	13%
COc1ccccc1NC(=O)c1ccc(Cl)c(S(=O)(=O)NCc2ccco2)c1	/	?	/	/	0	/	1%	-10	9%	-1%	6%
COc1ccccc1C(=O)N(Cc1ccccc1)c1ccc(C)cc1	/	?	-5%	-9%	-2	-6%	0%	-6	-1%	-1%	1%
Cc1ccc2[nH]c(=O)c(CN(CCCN3CCOCC3)C(=O)Nc3cccc(Cl)c3)cc2c1	1%	3%	/	-17%	1	-1%	1%	8	-14%	1%	-1%
CCOc1ccc(CN(C)C(=O)CN2C(=O)NC3(CCCc4ccccc43)C2=O)cc1 (stereo not drawn)	/	-5%	/	/	1	/	-7%	-6	13%	0%	1%
N#CCCN(Cc1ccccc1)C(=O)c1nccnc1C(=O)O	0%	1%	10%	-11%	-1	/	1%	-4	14%	-1%	-6%
Cc1cccc(Cc2ccc(Cl)nn2)c1	-4%	-1%	11%	-1%	3	/	0%	4	15%	-1%	-4%
COc1ccc(CCNC(=O)Cn2ccc3cc(S(=O)(=O)N4CCCC4)ccc32)cc1OC	11%	-1%	-3%	5%	-13	1%	1%	-9	1%	0%	-6%
C=CCNc1nc(-c2ccc(O)c(C(N)=O)c2)cs1	/	?	-1%	4%	-7	-1%	2%	-3	-16%	-2%	4%
CCOc1ccc(OCCCCn2ccnc2)cc1	-2%	0%	-3%	/	1	-4%	5%	15	-1%	-1%	-7%
COc1ccc(C(=O)CSc2nnc(-c3ccc(C)cc3)o2)cc1	-21%	1%	0%	-5%	-25	-4%	3%	-9	17%	6%	3%
Cc1cc(C(=O)CSc2nncs2)c(C)n1-c1c(C)n(C)n(-c2ccccc2)c1=O	-6%	2%	1%	-4%	1	2%	3%	-7	5%	5%	-1%
Cc1c(Cl)c([N+](=O)[O-])nn1CCCC(=O)Nc1cccc(Cl)c1Cl	19%	1%	-1%	15%	1	-2%	-1%	-6	-1%	-2%	27%
N#Cc1ccc(C(=O)OCC(=O)Nc2cccc(S(=O)(=O)N3CCCCC3)c2)cc1	/	-1%	/	/	12	/	2%	-8	2%	-8%	3%
CCn1cc(C(=O)NCC2CCCO2)c(=O)c2cc(S(=O)(=O)N(C)C)ccc21 (stereo not drawn)	11%	1%	1%	-1%	-2	-6%	-1%	-4	-1%	-2%	-2%
COCc1cc(C)nc(OCC(=O)N/N=C/c2ccc(O)cc2)c1C#N	1%	-16%	/	-13%[11.5 µM]	-9	-2%	1%	-6	8%	/	5%
COc1ccc(C(=O)N2CCC(n3nccc3NC(=O)C3CC3)CC2)cc1F	1%	0%	5%	-10%	4	-1%	0%	18	1%	2%	2%
COc1cccc(CNC(=O)C2=C(C)C(=O)OC23CCC(C)CC3)c1 (stereo not drawn)	6%	0%	4%	2%	3	1%	-3%	-11	9%	3%	9%
c1cnc(Nc2nc(-c3ccc4ccccc4c3)cs2)nc1	18µM*	18%	1%	-5%	7	1%	0%	6	8%	0%	-4%
O=C(CSc1nc2ccccc2s1)N1CCCCC1	/	?	0%	-5%	-5	-4%	3%	-7	-2%	0%	2%
COc1cc(C)c(Cl)cc1S(=O)(=O)n1cnc2ccccc21	2%	?	-3%	-3%	-11	2%	1%	-4	-2%	-4%	5%
COc1ccc(C2CC(c3ccc(OC)cc3)n3nc(NC(=O)c4cccs4)nc3N2)cc1 (stereo not drawn)	5%	-1%	-1%	-7%	-13	0%	0%	2	-10%	0%	-1%
Cc1cccn2c(=O)c3cc(C(=O)NCCCN4CCOCC4)n(C)c3nc12	-19%	-1%	4%	5%	/	-1%	0%	6	21%	/	7%

mol	Menin MLL FP TR	BCR signal inh	GALK inh	MBNL1-CUG inh	KCNH2 WT inh	PKM2 activator	USP2a inh	TSHR antag	Eya2 phos inh	S-ASM inh	Mito fusion yeast
Brc1ccc(-c2noc(-c3ccccc3)n2)o1	/	?	1%	7%	-18	-7%	-1%	-7	-2%	-1%	-2%
Cc1ccc(SCC(=O)Nc2ccc(N3CCOCC3)cc2)cc1C	/	?	/	/	-5	/	1%	-3	7%	-3%	-4%
Cn1cccc1/C=N/n1c(-c2ccco2)n[nH]c1=S	6%	2%	3%	-2%	6	-9%	1%	-10	-1%	-1%	-1%
Cc1cccc(C)c1NC(=O)CNC(=O)c1ccccc1	-2%	-2%	-3%	-3%	-9	/	1%	9	7%	5%	?
CCc1nc2ccccc2c(C(=O)OCCN2C(=O)c3ccccc3C2=O)c1C	3%	?	2%	6%	0	0%	0%	-9	-11%	-4%	-7%
CSc1cnc2c(=O)n(C)c(=O)[nH]c2n1	1%	1%	0%	?	3	0%	-1%	8	0%	i	-1%
O=C(c1ccc(N2CCCC2)c([N+](=O)[O-])c1)N1CCN(c2ccccn2)CC1	-27%	-1%	-1%	?	-8	2%	-2%	-17	-8%	-6%	-4%
O=C1C=C(NNC(=O)c2ccncc2)CC(c2ccccc2)C1 (stereo not drawn)	5%	-7%	0%	12%	6	0%	?	31	12%	-1%	1%
CCN(C(=O)c1cc(S(=O)(=O)N2CCCC2)ccc1C)C1CCS(=O)(=O)C1 (stereo not drawn)	/	0%	/	/	-8	/	1%	23	-4%	-1%	2%
O=C(c1ccc(Cl)c(Cl)c1)N1CCC(=O)N(C(COCc2ccc(Cl)cc2)Cc2ccccc2)CC1 (stereo not drawn)	-1%	?	/	-18%	10	-12%	-12%	-3	-1%	-10%	25%
CCN(CC)c1c([N+](=O)[O-])c(=O)oc2ccccc12	0%	-2%	4%	3%	-1	-11%	0%	5	13%	2%	0%
O=C(CSc1nnc(-c2ccc(Cl)cc2)o1)NNC(=O)c1ccncc1	/	-2%	/	/	0	/	1%	-2	-25%	4%	2%
CC1CCN(C(=O)CCc2nnc(-c3ccccc3)o2)CC1	-4%	-3%	2%	-17%	-2	0%	0%	6	-11%	5%	5%
O=C(/C=C/c1cc([N+](=O)[O-])ccc1OC(F)F)Nc1cccc2ccccc12	?	-15%	0%	3%	-25	-14%	5%	-6	14%	-8%	-1%
CCn1c(=O)c2sccc2n(Cc2cc(C(=O)OC)ccc2OC)c1=O	0%	?	-2%	-7%	0	0%	0%	-10	9%	1%	3%
CCN(CC)c1ccc(/C=N/NC(=O)CN2CCCc3ccccc32)cc1	6%	8%	3%	18%	-9	-2%	3%	-10	-5%	207%[activator]	-1%
COc1ccccc1NC(=O)CN(C)S(=O)(=O)c1ccc(F)cc1	-8%	0%	-4%	3%	8	3%	1%	-1	8%	0%	4%
CC(Oc1ccc(Br)cc1)C(=O)O/N=C(\N)c1ccncc1 (stereo not drawn)	/	3%	-7%	-8%	8	-1%	-1%	12	-9%	-2%	4%

Not all compounds are listed (hit frequency here may not be typical).
